Autophagy mod: alters autophagy in cells; MEF GFP-LC3 puncta imaging; test concentration mostly 10 µM; AID 463193; calls only at 10 µM (by protocol); 190,000 tested, 0.98% active;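 active = percentage of spot-positive cells more than 3 SD above its plate mean, without a fluorescence outlier flag or 80% toxicity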;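 also: spot-positive cell cutoff set from DMSO-treated cells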
P. falciparum M17LAP: P. falciparum M17LAP inhibitors, primary screen, biochemical, fluorogenic H-Leu-NHMec substrate, 1536-well (AID 1619); one-dose inhibition, % at 30 µM; IC50 in µM for titrated hits; 220,000 tested, 0.38% active; recombinant M17LAP, H-Leu-NHMec fluorogenic kinetic assay; higher % means a stronger effect;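 active = compound inhibiting the enzyme by more than half at any dose during confirmatory dose-response retesting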;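 also: plate controls were full reaction with DMSO carrier for no effect and no enzyme background for full effect; strong numbers were not always called active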
M1AAP inhibition: malaria alanyl aminopeptidase activity blockers – biochemical, fluorogenic H-Leu-NHMec substrate, 1536-well (AID 1445) | 220,000 tested, 0.42% active | one-dose inhibition, % at 30 µM; IC50 in µM for titrated hits | recombinant M1AAP, H-Leu-NHMec fluorogenic kinetic assay; higher % means a stronger effect;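 active = primary inhibition above the hit cutoff, then over 50% inhibition at one or more dose response concentrations, cut at about 23% in these data, passing the limit was not always enough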;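 also: plate controls were DMSO full reaction for no effect and no enzyme background for full effect; strong numbers were not always called active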
ER stress rescue: rescue of cells from ER stress-induced death, primary screen, 384-well, CSM14.1, thapsigargin, ATP luminescence (AID 1222) | CSM14.1 thapsigargin-induced death rescue, ATP luminescence; higher % means a stronger effect | 190,000 tested, under 10 active | cellular ATP content (survival), % at 20 µM, or EC50 in µM where a hit was titrated;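 active = EC50 below 50 µM in the dose-response confirmation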;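 also: death triggered by thapsigargin at about 15 µM added after 2 h compound pretreatment; cell ATP read after overnight thapsigargin exposure of roughly 18 to 22 hours; normalized against plate controls of thapsigargin alone and 5% DMSO vehicle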
Lipid droplet: modulators of hepatic lipid droplet formation. AID 1656. inhibition, % at 6.5 µM. 240,000 tested, 0.4% active. AML12 mouse hepatocytes, oleate lipid droplets, BODIPY imaging;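 active = lipid droplet intensity inhibited by at least 50%, with more than 500 cells counted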
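Material – mouse AML12 hepatocyte cell line, fixed after treatment · Compound dosing – one dose, 6.5 µM compound · Times – compound with oleate, overnight · Measured by – Image-based BODIPY and DAPI two-channel analysis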
Yfh1-off respiration: enhancers of respiration in Yfh1-depleted yeast, dose response, Friedreich's ataxia, plus single-dose screen (AID 1465); S. cerevisiae Yfh1-off respiration, WST-1 reduction, 72 h; higher fold induction means a stronger effect; fold induction at 50 µM; hits with a dose series show EC50 in µM; 220,000 tested, 0.074% active;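 active = fold induction of absorbance versus untreated yeast above a set limit, then at least 30% activation at any dose in follow-up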;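 also: activators that raise dye reduction in frataxin-depleted yeast; strong numbers were not always called active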
MT stabilizer: microtubule stabilizers in HeLa cells; HeLa tubulin immunostaining HCS, 24 h; share of cells brighter than vehicle mean+2SD; % tubulin-high responders, % at 10 µM; 200,000 tested, 0.83% active;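 active = plate Z-score above 3 for both tubulin-high and condensed-nucleus cell shares, with cell loss under 80%, at 10 µM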;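 also: anti alpha tubulin signal scored within the nucleus-defined area of each cell; some results filed as inactive read as strong as hits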
Dynein transport: dynein cargo transport inhibition. 3617.4 mouse cells, GR-EGFP nuclear translocation imaging; test concentration mostly 20 µM; stimulated with dexamethasone, 1 µM; stronger effect = lower value. z-score, hits read low. 220,000 tested, 0.47% active;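 active = plate z-score of nuclear minus cytoplasmic receptor signal below a set negative limit, without overly bright fluorescence or cell loss, cut at about -3.5 in these data, passing the limit was not always enough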;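 also: z-score of nuclear minus cytoplasmic ring GR-EGFP intensity difference per well; some compounds called inactive have numbers as strong as hits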
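Buffer or medium: tet-free, stripped-serum medium; Also added: dexamethasone, 1.0 µM final; Technique: high-content fluorescence imaging after fixation; Times: 48 h induction, 1 h compound, 30 min dex at 37 °C; Read-out: per-cell GR-EGFP intensity, nucleus versus surrounding cytoplasmic ring, well-averaged.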
Insulin prom up: MIN6 insulin promoter up-regulation; 190,000 tested, 0.3% active; MIN6 insulin promoter-GFP reporter, high-content imaging; stronger effect = higher value; AID 1625; z-score at 5 µM;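 active = z-score above 3 at 5 µM with at least 500 cells counted in the well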
Dynein transport cytoplasmic EGFP: further read-out of Dynein transport, marked with its call; z-score; measured here: cytoplasmic GR-EGFP intensity; stronger effect = higher value
Dynein transport nuclear GR-EGFP: recorded beside Dynein transport, whose call it bears; z-score; measured here: nuclear GR-EGFP intensity;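 lower value marks the stronger effect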
Dynein transport cell count: also measured in Dynein transport; calls as there; z-score; measured here: cell count per field
Insulin prom up cell count: second read-out of Insulin prom up, no call of its own (marks repeat the call); cell count; measured here: cytotoxicity, nuclei count;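 total cells summed across four imaged fields per well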
Lipid droplet cells 6.5 µM: also measured in Lipid droplet; calls as there; cell count; measured here: cell count, cytotoxicity flag;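 cells counted across two imaged fields per well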
MT stabilizer Hoechst-high %: recorded beside MT stabilizer, whose call it bears; % Hoechst-high responders; measured here: nuclear condensation Hoechst responders;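 share of cells brighter than vehicle mean plus two SD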
MT stabilizer cytotoxicity %: recorded beside MT stabilizer, whose call it bears; toxicity, %; measured here: cytotoxicity by cell density;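 0% = mean cell density of plate MIN control wells and 100% = no cells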
Autophagy mod cell loss 18 h: recorded beside Autophagy mod, whose call it bears; toxicity, %; measured here: cell loss, nuclei count;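 cell loss after 18 h compound exposure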
* hit, by the source's call; i = inactive; x = not tested or not shown; + = active, no number.

SMILES	Autophagy mod	Autophagy mod cell loss 18 h	P. falciparum M17LAP	M1AAP inhibition	ER stress rescue	Lipid droplet	Lipid droplet cells 6.5 µM	Yfh1-off respiration	MT stabilizer	MT stabilizer Hoechst-high %	MT stabilizer cytotoxicity %	Dynein transport	Dynein transport cytoplasmic EGFP	Dynein transport nuclear GR-EGFP	Dynein transport cell count	Insulin prom up	Insulin prom up cell count
Clc1ccccc1Sc1ccc(-c2ccccn2)s1	x	x	11.4%	4.4%	x	-2.0	748	i	x	x	x	-0.834	-0.239	-0.455	1.04	0.27	1425
COC(=O)C(Cc1ccc(OC(=O)c2ccc(C(F)(F)F)cc2)cc1)N1Cc2ccccc2C1=O (centres undefined)	i	11.1	-3.6%	4.4%	7.8%	x	x	i	2.3	0.9	1.4	0.012	-0.214	-0.69	0.702	x	x
COc1ccccc1NC(=S)N1CCc2cc(OC)c(OC)cc2C1	i	13.4	-3.2%	2.4%	18.7%	17.9	450	i	2.2	2.6	6.1	0.556	-0.0113	0.481	-0.235	x	x
Cc1ccc(C(=O)c2c[nH]c(C(=O)NCCCN3CCOCC3)c2)cc1	i	7.2	5.3%	6.8%	-3.3%	x	x	i	2.2	1.8	7.8	-0.598	-0.214	-0.00191	0.552	x	x
Cc1cc(NC(=O)COc2c(C)cccc2C)no1	i	11.4	-2.1%	1.9%	0.2%	25.1	689	i	1.4	0.6	2.7	0.0493	-0.299	0.184	0.145	-1.1	1414
CC1(C(=O)NC2CCCCCCC2)CCC(=O)N1Cc1cccnc1 (centres undefined)	i	7.4	1.0%	1.0%	-0.4%	x	x	i	3.8	1.7	4.6	0.203	0.12	-0.165	-0.0807	0.09	1614
COCCNC(=O)CCc1ccc(S(=O)(=O)Nc2ccc(C)cc2)cc1	i	-2.0	-0.2%	5.0%	-1.5%	-8.0	769	i	2.0	1.6	7.2	-0.652	-0.194	0.013	0.483	1.39	910
Cc1snc(S(=O)(=O)/C(C#N)=N\Nc2ccccc2)c1C#N	i	-1.1	-3.1%	5.7%	3.5%	-7.3	751	i	1.0	0.9	5.3	-0.176	-0.301	0.179	0.74	-0.46	1229
N#Cc1ccc(-c2ccc(OCC(O)CN3CCOCC3)cc2)cc1 (centres undefined)	i	6.8	3.9%	1.9%	5.8%	2.5	501	i	4.2	1.9	9.5	-0.619	-0.156	-0.101	0.609	-0.48	1404
CCCOCCOC(=O)c1[nH]c2c(c1C)C(=O)CC(c1cc(OC)ccc1OC)C2 (centres undefined)	i	51.5	-4.8%	1.6%	-2.0%	-19.9	742	i	11.2*	37.7*	56.7*	-0.623	-0.205	0.00136	0.826	-1.17	589
COc1cc(/C=C/C(=O)O)cc(S(=O)(=O)NC2CCCC2)c1OC	x	x	x	x	x	7.6	669	i	x	x	x	-0.582	-0.783	-0.53	0.192	-1.14	1091
NC(=O)[C@H](Cc1cc2ccccc2s1)NC(=O)[C@@H]1CC2(CC(c3cccc(NC(=O)[C@@H]4CCC(=O)N4)c3)=NO2)CN1C(=O)/C=C/c1c(F)cccc1Cl (some centres undefined)	i	9.3	-5.1%	16.5%	0.5%	x	x	i	2.7	1.6	7.3	0.665	-0.221	0.69	-0.011	-0.34	1518
CCOC(=O)c1c(C)nc2c(c(SC)nn2-c2ccccc2)c1N	i	-20.7	1.8%	1.4%	-1.9%	x	x	i	4.5	2.0	3.0	0.618	-0.223	0.868	1.08	-0.66	1079
N#Cc1ccc(-c2ccc(F)cc2)nc1SCC(=O)Nc1sc2c(c1C#N)CCC2	i	-35.9	-4.2%	22.2%	0.9%	x	x	i	9.3	12.5	8.9	0.021	0.0393	0.449	-0.586	-0.71	1481
Cc1ccc(/C=C/c2nc3ccccc3c(=O)n2CCc2ccccc2)cc1	i	4.9	-8.2%	3.5%	5.7%	4.9	629	i	1.4	2.4	10.3	-0.213	-0.206	-0.0358	0.575	-0.53	1298
Cn1c(SCC(=O)N2CCCC2)nnc1-c1ccc(S(=O)(=O)N2CCCC2)cc1	i	1.4	-14.7%	-1.7%	-1.1%	x	x	i	1.0	1.5	5.4	-0.433	-0.231	-0.906	0.865	-0.28	1563
COc1ccc(C)cc1S(=O)(=O)N1c2ccccc2CC1C (centres undefined)	i	-3.0	0.1%	-3.5%	0.1%	-2.6	780	i	2.3	2.4	8.5	-0.727	-0.186	-0.198	0.208	-0.28	938
CCOc1ccc(NC(=O)C2CCC(CNc3c(N4CCOCC4)c(=O)c3=O)CC2)cc1 (centres undefined)	i	3.7	11.2%	3.3%	-0.9%	x	x	i	2.4	3.3	7.8	-0.561	-0.231	-0.162	0.348	0.92	910
COc1ccc(CCNc2nc(C)cc(=O)[nH]2)cc1OC	i	-0.2	x	x	x	x	x	i	3.5	2.7	4.5	-0.134	-0.225	-0.194	0.359	x	x
Cc1ccc2c(C(=O)CN3CCCCC3CCO)c(C)[nH]c2c1 (centres undefined)	i	0.3	1.1%	16.3%	-4.6%	x	x	i	4.0	2.2	11.3	1.59	-0.429	0.75	-0.708	-0.11	1230
Cc1cccc(NC(=O)c2nc[nH]c2C(=O)N[C@@H](CCCCNC(=O)OC(C)(C)C)C(=O)OC(C)(C)C)c1	x	x	-6.9%	-3.8%	x	2.9	698	i	x	x	x	0.374	0.172	0.425	-0.648	1.18	774
COc1ccc(OCC(=O)Nc2nnc(C)s2)cc1	i	-5.1	8.7%	-1.1%	-1.4%	x	x	i	3.6	2.3	6.1	-0.161	-0.135	-0.194	0.0147	0.65	1466
NNc1nc2c(-c3ccc(Cl)cc3)nnn2c2ccccc12	+	6.1*	-1.5%	1.5%	x	1.8	687	i	8.0	2.2	1.2	1.23	-0.146	0.857	-1.34	2.27	1224
Cc1cc(Cl)c(OCCOCCN2CCCC(C)C2)c(Br)c1 (centres undefined)	i	16.5	-1.5%	1.6%	-3.3%	-79.2	560	i	1.3	1.3	4.6	0.119	-0.284	0.289	-0.0797	-1.01	1415
CCCCC(=O)Nc1ccc(N2CCN(S(C)(=O)=O)CC2)cc1	i	-5.2	-3.9%	-0.5%	2.4%	12.1	778	i	2.5	2.1	4.3	2.25	0.0849	2.12	-0.588	-0.71	1095
Continued:
SMILES	Autophagy mod	Autophagy mod cell loss 18 h	P. falciparum M17LAP	M1AAP inhibition	ER stress rescue	Lipid droplet	Lipid droplet cells 6.5 µM	Yfh1-off respiration	MT stabilizer	MT stabilizer Hoechst-high %	MT stabilizer cytotoxicity %	Dynein transport	Dynein transport cytoplasmic EGFP	Dynein transport nuclear GR-EGFP	Dynein transport cell count	Insulin prom up	Insulin prom up cell count
CCOc1cc(CNc2ccc(N(C)C)cc2)cc(Br)c1OCC(=O)NC(C)(C)C	i	3.1	12.1%	15.6%	-2.9%	1.1	604	i	1.6	2.3	6.7	-0.883	-0.171	-0.918	0.492	-0.49	1684
Cc1ccc(S(=O)(=O)Cc2ccc(C(=O)N3CCCC3)o2)cc1	i	6.7	5.1%	-4.3%	0.2%	x	x	i	4.0	2.0	3.1	1.31	-0.00725	0.907	-1.33	0.1	830
COc1ccccc1C(O)c1nccn1C (centres undefined)	x	x	1.2%	1.5%	x	-12.1	733	i	x	x	x	-0.0198	-0.226	0.63	-0.203	0.06	988
COc1ccc(CC2(CO)CCN(CC3=CC[C@H]4C[C@@H]3C4(C)C)CC2)cc1	i	8.9	7.9%	1.4%	-1.6%	-55.0	654	i	1.0	1.8	9.4	-0.153	-0.255	-0.13	0.873	-0.18	1454
CCOc1ccccc1Nc1nnc(SCc2nnc(-c3cc(OC)c(OC)c(OC)c3)o2)s1	i	-7.6	-23.7%	1.8%	3.0%	12.9	662	i	2.0	4.4	0.2	0.11	-0.281	-0.229	-0.09	-2.04	1375
COc1ccc2c(c1)c(C(=O)N/N=C/c1cn(C)c3ccccc13)c(C)n2C	x	x	-2.5%	8.9%	x	0.3	723	i	x	x	x	1.07	-0.213	0.56	-0.365	-0.3	1021
CC1c2ccccc2SC(CCCN(C)C)c2ccccc21 (centres undefined)	i	8.4	-3.4%	-1.9%	-3.7%	-5.4	708	i	3.5	4.7	1.5	-0.338	-0.274	-0.223	-0.689	0.1	1048
CCCOC(=O)Cc1c(O)c2ccccc2[nH]c1=O	i	4.4	7.6%	-3.5%	2.6%	x	x	i	2.0	2.3	9.8	-1.04	-0.267	-0.458	0.244	0.17	1277
O=C(Nc1nc(-c2ccc(Cl)s2)cs1)c1ccncc1	i	4.3	-6.9%	4.2%	-1.2%	x	x	i	1.8	1.3	1.1	0.0929	-0.215	-0.179	0.238	-1.54	536
CC(C)C(c1nnnn1C1CCCC1)N1c2ccccc2CC1C (centres undefined)	i	-7.4	2.3%	3.1%	-2.4%	-5.3	686	i	1.9	1.7	10.3	0.533	-0.0232	0.431	-0.56	-0.1	1294
c1ccc(N2CCN(c3cnc4ccccc4n3)CC2)cc1	i	1.4	-3.3%	7.0%	1.3%	8.6	800	i	2.6	2.0	8.6	-0.596	-0.0801	-0.0197	1.01	1.61	777
O=C(CSc1nnc(SCc2ccc(Cl)cc2)s1)N/N=C/c1c(Cl)cccc1Cl	i	3.5	-0.3%	1.2%	-0.8%	-0.5	649	x	8.8	6.0	9.9	0.798	-0.225	0.194	-0.109	-0.49	1195
CC(C)(C)CC(=O)Nc1cc(S(=O)(=O)N2CCCCCC2)ccc1Cl	i	3.9	-1.5%	11.5%	-2.6%	3.7	639	i	2.1	2.7	6.9	0.1	-0.309	-0.358	0.763	-0.4	1341

Just Dynein transport cytoplasmic EGFP, P. falciparum M17LAP and Insulin prom up cell count, for two of the compounds above:
SMILES	Dynein transport cytoplasmic EGFP	P. falciparum M17LAP	Insulin prom up cell count
COc1ccc2c(c1)c(C(=O)N/N=C/c1cn(C)c3ccccc13)c(C)n2C	-0.213	-2.5%	1021
CC1c2ccccc2SC(CCCN(C)C)c2ccccc21 (centres undefined)	-0.274	-3.4%	1048
